GPR151 ag = human GPR151 activation; Q8TDV0; PathHunter beta-arrestin GPR151 cells, luminescence; activation, % at 11.2 µM; 650,000 tested, 1% active; in the data active = activation above about 4.9%;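 also: 0% = median of compound wells and 100% = cells with positive control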
MITF primary = blocks human microphthalmia-associated transcription factor. O75030. AlphaScreen MITF homodimerization, bead proximity signal. inhibition, % at 2.6 µM. 650,000 tested, 0.91% active. AID 1259374; in the data active = inhibition above about 50%;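 also: 0% = vehicle wells with protein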
FBW7 activator = human FBW7 E3 ligase activation, primary screen | normalized activity (activation), % at 26.1 µM | 650,000 tested, 0.13% active | AlphaScreen FBW7–phospho-cyclin E peptide binding, activator screen | Q969H0; in the data active = normalized activity above about 1.9%;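 also: purified mutant Fbw7 with reduced substrate affinity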
Target sequence (Q969H0 whole entry, looked up): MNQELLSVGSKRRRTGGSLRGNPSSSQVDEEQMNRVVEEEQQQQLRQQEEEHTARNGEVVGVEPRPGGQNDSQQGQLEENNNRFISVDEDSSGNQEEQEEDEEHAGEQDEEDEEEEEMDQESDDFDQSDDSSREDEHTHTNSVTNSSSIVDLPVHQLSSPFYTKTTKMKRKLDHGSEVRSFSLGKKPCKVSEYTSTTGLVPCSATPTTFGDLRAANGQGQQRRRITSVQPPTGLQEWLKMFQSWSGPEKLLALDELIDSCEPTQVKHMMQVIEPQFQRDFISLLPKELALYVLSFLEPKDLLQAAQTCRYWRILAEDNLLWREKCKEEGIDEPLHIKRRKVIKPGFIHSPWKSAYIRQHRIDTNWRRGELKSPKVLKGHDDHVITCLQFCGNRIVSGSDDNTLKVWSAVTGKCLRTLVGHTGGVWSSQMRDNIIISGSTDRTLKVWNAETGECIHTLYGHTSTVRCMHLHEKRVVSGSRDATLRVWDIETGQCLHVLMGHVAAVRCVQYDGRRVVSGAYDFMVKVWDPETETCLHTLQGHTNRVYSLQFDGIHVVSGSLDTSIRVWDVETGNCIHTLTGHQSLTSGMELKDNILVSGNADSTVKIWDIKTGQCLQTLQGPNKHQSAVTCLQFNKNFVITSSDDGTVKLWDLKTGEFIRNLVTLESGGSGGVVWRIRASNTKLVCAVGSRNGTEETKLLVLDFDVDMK
TEAD-YAP block = TEAD-YAP interaction inhibition. HEK-TIYL cells, TEAD-Gal4/YAP UAS-luciferase luminescence. inhibition, % at 9.12 µM. 640,000 tested, 1.4% active. AID 1259422; in the data active = inhibition above about 32%;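 also: 0% = median of test compound wells and 100% = reference inhibitor wells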
* = called active by the depositor.

| molecule | GPR151 ag | MITF primary | FBW7 activator | TEAD-YAP block |
| --- | --- | --- | --- | --- |
| N#C/C(=C/c1cc(Br)cs1)C(=O)NCC1CCCO1 (centres undefined) | 0.8 | 20.4 | 0.5 | 2.8 |
| C/C(=N\NC(=O)c1ccncc1)c1ccc(C#N)cc1 | -2.3 | 12.9 | 0.6 | 12.0 |
| C=CCn1c(C)cc(C(=O)CSc2nnnn2-c2ccc(OC)cc2)c1C | 1.3 | 3.6 | -0.1 | -7.9 |
| Cc1nn(Cc2ccccc2Cl)c(C)c1NC(=O)c1nc2ncccn2n1 | 1.3 | -3.2 | 0.3 | 13.4 |
| COc1ccc(OC)c(-c2cc(Cl)c3c(c2)CC(CNC(=O)c2cc(C)[nH]n2)O3)c1 (centres undefined) | 0.8 | -4.9 | -0.3 | 1.2 |
| C=CCn1c(SCC)nc(O)c(CC)c1=O | 0.2 | 0.8 | -0.2 | 0.4 |
| O=C(NC1CCCCC1)c1cccnc1C(=O)O | -0.1 | 10.5 | 0.1 | 0.4 |
| CCN1CC=C2C(C#N)=C(N)C(C#N)(C#N)C(c3ccc(OC)c4ccccc34)C2C1 (centres undefined) | 0.2 | 3.5 | -0.1 | 0.6 |
| CN(C)CCCNC(=O)c1ccc(COc2ccccc2Br)cc1 | 0.8 | -2.0 | 0.0 | -5.8 |
| O=C(NCc1c(F)cccc1F)c1csc(-n2cccc2)n1 | 0.2 | 5.2 | 0.1 | 6.1 |
| c1ccc(CN2CCC(Nc3ccnc(N4CCc5ccccc5C4)n3)CC2)cc1 | -0.4 | 9.2 | 0.0 | -6.2 |
| Cc1nc(NCCN2CCCC2)c2nnn(Cc3ccccc3F)c2n1 | -0.2 | 14.8 | 0.4 | 8.2 |
| COCc1ccc(CN2CCCC(N3CCOCC3)C2)o1 (centres undefined) | -0.4 | 2.6 | 0.0 | -0.4 |
| CCN(CC)/C(=N\OC(C)=O)c1nonc1N | 1.7 | -5.2 | 0.6 | 3.0 |
| O=C(Nc1ccccc1Cl)c1ccccc1[N+](=O)[O-] | 0.2 | -8.3 | 0.1 | 1.5 |
| COC(=O)c1ccccc1NC(=O)CSc1nc2ccsc2c(=O)n1Cc1ccccc1 | 0.2 | 6.3 | 0.1 | -1.0 |
| O=C1NC(=O)/C(=C\c2ccccc2OCc2ccc(C(=O)O)cc2)N1 | 1.3 | 0.9 | -0.1 | 13.1 |
| CC(=O)c1ccc(OCc2cccc(C(F)(F)F)c2)cc1O | 2.7 | 13.2 | 0.0 | -4.2 |
| O=C1OC(C2CCCCC2)=N/C1=C\c1cccc(F)c1 | -0.5 | -0.4 | -0.1 | -5.7 |
| CCn1c(=O)c2cc(C(=O)Nc3nccs3)sc2c2ccccc21 | 2.8 | -23.2 | 0.1 | -0.2 |
| CC(NCc1ccc(OCC(N)=O)cc1)C12CC3CC(CC(C3)C1)C2 (centres undefined) | -0.7 | 8.8 | 0.9 | 0.6 |
| COc1ccc(C2CC(=O)C3=C(C2)Nc2ccccc2NC3c2ccc(O)cc2)cc1 (centres undefined) | 1.1 | -2.6 | -0.2 | 0.6 |
| COc1ccc(C(=O)n2nnc3ccccc32)cc1[N+](=O)[O-] | -1.2 | 8.1 | 0.1 | 0.3 |
| C[C@@]12CCc3occc3[C@H]1CC[C@]13CC(=O)C(CC[C@H]12)C3 | 0.1 | 3.8 | -0.1 | 0.4 |
| Cc1ccc(-c2csc(NC(=O)COC(=O)c3ccc(N(C)C)cc3)n2)c(O)c1 | -0.6 | 3.7 | 0.2 | -10.8 |

By substructure: the entries above containing two or more sulfur atoms (two)
| molecule | GPR151 ag | MITF primary | FBW7 activator | TEAD-YAP block |
| --- | --- | --- | --- | --- |
| COC(=O)c1ccccc1NC(=O)CSc1nc2ccsc2c(=O)n1Cc1ccccc1 | 0.2 | 6.3 | 0.1 | -1.0 |
| CCn1c(=O)c2cc(C(=O)Nc3nccs3)sc2c2ccccc21 | 2.8 | -23.2 | 0.1 | -0.2 |

Some of the entries so far, with two lines to a compound.
Order of values – GPR151 ag, MITF primary, FBW7 activator, TEAD-YAP block
- c1ccc(CN2CCC(Nc3ccnc(N4CCc5ccccc5C4)n3)CC2)cc1
→ -0.4, 9.2, 0.0, -6.2
- CCN1CC=C2C(C#N)=C(N)C(C#N)(C#N)C(c3ccc(OC)c4ccccc34)C2C1 (centres undefined)
→ 0.2, 3.5, -0.1, 0.6

Following part:
| molecule | GPR151 ag | MITF primary | FBW7 activator | TEAD-YAP block |
| --- | --- | --- | --- | --- |
| NC(=O)c1c(NC(=O)COC(=O)c2ccc([N+](=O)[O-])s2)sc2c1CCC2 | -0.8 | 18.0 | 0.0 | -11.8 |
| CC(C)C(=O)NCC1CCC2(CCN(Cc3ccc(C#CC(C)(C)O)cc3)CC2)O1 (centres undefined) | -0.2 | -5.5 | 0.3 | 50.7* |
| CC(C)N(Cc1ccccc1)C(=O)COC(=O)c1ccc(Br)o1 | 1.8 | 6.2 | 0.3 | -8.4 |
| CCOC(=O)N1CCC(N(CCOC)C(=O)Nc2ccc(C)c(C)c2)CC1 | 0.4 | -12.2 | 0.1 | -9.8 |
| CC(=O)c1ccc2c(=O)c(C(=O)O)c[nH]c2c1 | 0.3 | 14.3 | 0.0 | 10.2 |
| O=C(Cn1nnc(-c2ccc(-n3cnnn3)cc2)n1)Nc1cccc(F)c1 | -0.5 | -8.5 | 0.6 | -2.3 |
| CN(CCc1cnn(C)c1)C1CCC(=O)N(Cc2cc3c(cc2Cl)OCO3)CC1 (centres undefined) | -1.0 | 6.9 | 0.2 | -5.9 |
| O=c1[nH][nH]c(=O)n1/N=C/c1ccc([N+](=O)[O-])cc1 | 0.7 | 19.2 | 0.2 | -2.8 |
| COc1ccc(-n2c(Cc3cccn3C)nnc2SCC(=O)Nc2cc(C)on2)cc1 | 0.5 | 10.4 | -0.3 | 7.1 |
| O=C1N[C@@H](Cc2cnc[nH]2)C(=O)N2CCN(Cc3nc(-c4ccccc4)cs3)C[C@H]12 | 0.5 | 1.6 | -0.3 | -11.5 |
| COC(=O)/C(C#N)=C/c1c(Oc2ccccc2OC)nc2c(C)cccn2c1=O | -0.4 | -1.8 | -0.1 | -12.2 |
| CCc1ccc(NC(=O)C(=O)NC(C)C)cc1 | 0.0 | 13.5 | 0.0 | -56.1 |
| CC(C(=O)Nc1ccc(Cl)cn1)N1Cc2ccccc2C1=O (centres undefined) | -0.8 | -10.6 | 0.2 | 84.6* |
| O=C1c2cccc([N+](=O)[O-])c2C(=O)N1c1ccc(O)cc1 | 0.6 | -1.1 | -0.8 | -12.2 |
| CCC(Sc1nc2ccsc2c(=O)n1CCCC(=O)NCCc1ccc(S(N)(=O)=O)cc1)C(=O)Nc1cc(Cl)ccc1C (centres undefined) | 2.2 | 4.4 | 0.0 | 2.7 |
| Cc1cccc(OC(C)C(=O)N(Cc2cccs2)C2CCS(=O)(=O)C2)c1C (centres undefined) | -1.3 | -7.7 | 0.1 | -4.1 |
| CCCCc1nnc(NC(=O)CCSc2ccccc2)s1 | -1.0 | -0.8 | -0.3 | 2.8 |
| COc1ccc(CN2C(=O)c3cccc4cccc(c34)C2=O)cc1S(=O)(=O)N1CCOCC1 | 0.4 | 0.2 | 0.1 | 2.0 |
| CC1(C)C(=O)C2(C(=O)Nc3cccc(C(F)(F)F)c3)CCC1C2 (centres undefined) | -0.1 | 4.1 | 0.6 | 0.7 |
| CC1=C(C(=O)N2CCOCC2)C(c2ccc3c(c2)OCO3)C2=C(CC(C)(C)CC2=O)N1 (centres undefined) | 0.4 | 7.5 | -0.1 | 1.4 |
| O=C(c1cccc([N+](=O)[O-])c1)N1CCCC(c2nc(-c3ccc(F)cc3)no2)C1 (centres undefined) | -0.7 | 14.1 | 0.3 | -9.6 |
| COc1ccc(-c2nnc3ccc(SCC(=O)Nc4ccccc4C)nn23)cc1 | 0.9 | -5.7 | 0.0 | -5.8 |
| CCOC(=O)c1c(NC(=O)C(F)(F)F)sc2c1CCCCC2 | -0.2 | 20.3 | 0.8 | -3.7 |
| CCOC(CCn1c(SCC(=O)NC2CCCCC2)nc2ccccc2c1=O)OCC | -0.8 | -8.9 | -0.1 | -0.1 |
| Cc1ccc(-c2nc3c(cnn3-c3ccccc3)c(=O)n2-c2ccc(C(C)C)cc2)cc1 | 0.6 | 13.6 | 0.0 | -1.6 |
| O=C(O)Cn1nnc(-c2ccccc2Cl)n1 | -0.1 | 5.5 | -0.1 | 8.4 |
| CCOC(=O)c1ccc(CN(Cc2ccc(F)cc2)S(=O)(=O)c2c(C)cc(C)cc2C)cc1 | -1.1 | 0.0 | 0.1 | 2.5 |
| Nc1c(Cl)ccc2nsnc12 | 1.1 | -9.2 | -0.1 | 0.1 |
| Cc1ccc(C(=O)NC(C(=O)NN)C23CC4CC(CC(C4)C2)C3)cc1 (centres undefined) | 0.8 | 1.6 | 0.0 | 21.1 |
| CCCCN(C)C(=O)c1sc2ncn(Cc3ccccc3F)c(=O)c2c1C | -0.1 | 22.4 | 0.6 | 9.5 |
| CN(C)CCCC(=O)NCC1Cc2cc(-c3cnccn3)ccc2O1 (centres undefined) | 0.8 | 6.5 | 0.2 | -10.6 |
| Cc1ccccc1C1NC(=O)Cc2ccccc21 (centres undefined) | -0.2 | 14.6 | 0.6 | -1.2 |
| Cc1ccc(CNC(=O)C2CCC(=O)N2C2CCCC2)cc1 (centres undefined) | -0.3 | -3.4 | 0.1 | -8.1 |
| O=C(NCCC1=CCCCC1)C(Cc1ccccc1)NS(=O)(=O)c1cccs1 (centres undefined) | 0.1 | -9.8 | 0.1 | 0.4 |
| O=C(CNC1CCCCC1)NCc1ccc2c(c1)OCO2 | -0.8 | 17.5 | 0.0 | -6.2 |
| CCCCCCCCCCCC(=O)OCC(O)[C@H]1OC[C@H](O)[C@H]1O (some centres undefined) | -0.7 | 0.1 | -0.1 | 9.0 |
| O=C(c1ccco1)N1CCN(C(c2ccc(F)cc2)c2nnnn2CC2CCCO2)CC1 (centres undefined) | -0.2 | 3.7 | 0.1 | 3.4 |
| CCCC/C=C/c1cnc2[nH]c(=O)n(CCc3cccnc3)c2n1 | 0.4 | 14.8 | 0.2 | 17.5 |
| Cc1ccc(S(=O)(=O)c2ccc(Cl)cc2)cc1S(N)(=O)=O | 1.3 | 12.9 | 0.2 | 1.4 |
| O=C1NC(=O)C(Nc2ccccc2C(=O)O)S1 (centres undefined) | 1.4 | 4.7 | 0.0 | 4.0 |
| Oc1ccc(Cl)c(/C=N/Nc2nc(N3CCOCC3)nc(N3CCOCC3)n2)c1 | -0.9 | 3.4 | 0.0 | -0.4 |
| COC(=O)c1ccc(NC(=O)CSc2nc3cc(OC)c(OC)cc3cc2C#N)cc1 | 0.5 | 4.7 | 0.0 | 1.6 |
| CC1=C(C(=O)Nc2ccc(C)cn2)C(c2ccsc2)C2=C(CCCC2=O)N1 (centres undefined) | 0.8 | 9.0 | 0.0 | -4.8 |
| CCC1CN(CCC(=O)NCCc2ccco2)Cc2ccc(Cl)cc2O1 (centres undefined) | -0.3 | 12.6 | -0.2 | 6.7 |
| COCCCN1C(=O)C(O)=C(C(C)=O)C1c1ccccc1F (centres undefined) | 0.8 | 10.2 | 0.0 | -8.6 |
| COC(=O)c1cc(C)sc1NC(=O)c1ccccc1Cl | 0.7 | -16.9 | 0.4 | -4.3 |
| CCc1nnc(NC(=O)C2CCN(C(=O)NC3CCCCC3)CC2)s1 | 0.9 | 2.8 | 0.0 | -3.4 |
| Cc1cc(Nc2ccc(Cl)cc2)nc(-c2ccccc2O)n1 | 0.2 | 4.3 | -0.3 | 1.4 |
| CSc1nc(N)c2c(n1)NC1=C(C(=O)CC(C)(C)C1)C2c1cccs1 (centres undefined) | 0.1 | 9.1 | 0.0 | 48.7* |
| O=C(N/N=C/c1cccc(O)c1)c1ccc(F)cc1 | -1.2 | 8.0 | 0.0 | 34.6* |

The last 2 entries of the section before come first, to join the parts.
| molecule | GPR151 ag | MITF primary | FBW7 activator | TEAD-YAP block |
| --- | --- | --- | --- | --- |
| CSc1nc(N)c2c(n1)NC1=C(C(=O)CC(C)(C)C1)C2c1cccs1 (centres undefined) | 0.1 | 9.1 | 0.0 | 48.7* |
| O=C(N/N=C/c1cccc(O)c1)c1ccc(F)cc1 | -1.2 | 8.0 | 0.0 | 34.6* |
| O=C(Cc1cccs1)N1CCC(O)(c2ccccc2F)CC1 | -0.7 | -6.5 | -0.2 | -0.4 |
| CN1c2ncccc2C(=O)NC12CCN(C(=O)c1ccc(Cn3cccn3)o1)CC2 | -1.2 | -5.2 | -0.2 | -1.0 |
| CC(C)(C)C1CCc2c(sc(NC(=O)CCl)c2C(=O)O)C1 (centres undefined) | -0.3 | -0.2 | 0.1 | 5.9 |
| COC(F)(C(=O)NC12CC3CC(CC(C3)C1)C2)C(F)(F)F (centres undefined) | 0.8 | 1.4 | 0.1 | -0.5 |
| CC(=O)C(C)C12CC3CC(CC(C3)C1)C2 (centres undefined) | 3.1 | 5.0 | 0.1 | 0.2 |
| Cc1c(NC(=O)Cc2ccc(Cl)cc2)cccc1-c1nc2ncccc2o1 | 0.0 | -4.2 | 0.2 | 10.2 |
| Cc1c(C(=O)Nc2ccc3c(c2)OCO3)sc2ncnc(N3CCCCC3C)c12 (centres undefined) | -0.7 | -8.1 | -0.2 | -11.9 |
| COc1ccc(C2C(C(=O)Nc3ccccc3OC)C(C)Nc3ncnn32)cc1 (centres undefined) | -0.3 | 12.4 | 0.0 | -0.8 |
| COC(=O)c1cc(Nc2ccc(N(C)C)cc2)c2cccc(F)c2n1 | 1.8 | 5.0 | -0.1 | -0.8 |
| COc1ccccc1NC(=O)CSc1nnc(CCNC(=O)c2ccc(C)cc2)n1C | 6.1* | 11.9 | 0.0 | -0.9 |
